HIV peptide binding = inhibitors of HIV fusion peptide binding, primary screen, biochemical, uHTS, fluorescence dequenching (AID 1986). cell-free peptide binding, fluorescence dequenching, 30 min; higher % means a stronger effect. one-dose inhibition, % at 20 µM; IC50 in µM for titrated hits. actives 0.3% (n = 290,000); in the data active means inhibition mostly above about 52%, no sharp cut-off; inactive means mostly below about 76%; further: some results filed as inactive read as strong as hits
KOR beta-arrestin-1 = kappa opioid receptor blockers – cell-based, luminescence, uHTS (AID 1778). actives 0.091% (n = 290,000). KOR beta-arrestin recruitment, luminescence, antagonist mode; higher % means a stronger effect. one-dose inhibition, % at 10 µM; IC50 in µM for titrated hits; in the data active means inhibition above about 50%; further: strong numbers were not always called active
AID2073 = inhibitors of Mint1-CaV2.2 protein interaction, biochemical, HTRF (AID 2073) | actives 0.19% (n = 290,000) | one-dose inhibition, % at 20 µM; IC50 in µM for titrated hits | HTRF protein-protein interaction, Mint1-CaV2.2; higher % means a stronger effect; in the data active means inhibition mostly above about 51%, no sharp cut-off; further: some results filed as inactive read as strong as hits
KOR beta-arrestin-2 = KOR agonists, beta-arrestin recruitment, primary screen, cell-based, luminescence, uHTS (AID 1777); KOR beta-arrestin recruitment, luminescence; higher % means a stronger effect; one-dose activation, % at 10 µM; EC50 in µM for titrated hits; actives 0.02% (n = 280,000); in the data active means activation above about 50%, passing the limit was not always enough; further: a part of the inactive calls stands beside numbers as strong as those of hits
SIAH1 antagonists = Siah-1 peptide-binding antagonists, primary screen, biochemical, fluorescence polarization, rhodamine-plectin, uHTS (AID 1817); Siah-1 / rhodamine-plectin peptide fluorescence polarization; higher % means a stronger effect; displacement, % at 20 µM; hits with a dose series show IC50 in µM; actives 0.02% (n = 290,000);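 active means displacement of at least 50% at 20 µM, with a fluorescence ratio check between 0.3 and a set limit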;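 further: plate controls were Siah plus tracer with DMSO for no effect and tracer alone without Siah for full effect; strong numbers were not always called active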
GPR35 antagonists = inhibition of zaprinast-stimulated GPR35 beta-arrestin translocation – imaging, U2OS, beta-arrestin-GFP, zaprinast agonist, primary screen (AID 2058); U2OS GPR35 beta-arrestin-GFP translocation imaging, zaprinast antagonism; higher % means a stronger effect; inhibition, % at 10 µM; hits with a dose series show IC50 in µM; actives 0.052% (n = 290,000);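 active means inhibition of at least 50% with at least 30 cells and total cytoplasm GFP at most 10,000,000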
NOD1 NF-kB reporter = inhibition of NOD1-driven NF-kB reporter – cell-based, luminescence, uHTS, primary screen (AID 1578); NOD1-driven NF-kB luciferase reporter cells, luminescence; higher % means a stronger effect; inhibition, % at 4 µM, or EC50 in µM where a hit was titrated; actives 1% (n = 290,000); in the data active means inhibition mostly above about 36%, no sharp cut-off; inactive means mostly below about 34%;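 further: HEK-293T reporter cells stimulated with the NOD1 agonist gamma-tri-DAP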
GPR55 LPI antagonism = inhibition of LPI-stimulated GPR55 beta-arrestin translocation – imaging, U2OS, beta-arrestin-GFP, LPI agonist, primary screen (AID 2013). U2OS GPR55 beta-arrestin-GFP translocation imaging, LPI antagonism; higher % means a stronger effect. actives 0.13% (n = 290,000). one-dose inhibition, % at 10 µM; IC50 in µM for titrated hits;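 active means spots per cell inhibited over 60%, with over 100 cells counted and total cytoplasm intensity under 500,000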;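 further: U2OS cells stably carrying GPR55 and arrestin-GFP stimulated by 5 µM LPI near EC80; imaged beta-arrestin-GFP aggregate spots per cell after agonist stimulation; plate controls were LPI-stimulated DMSO wells for no effect and DMSO wells without LPI for full effect; some results filed as inactive read as strong as hits; confirmed hits need IC50 under 10 µM and bright autofluorescent wells are also inconclusive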
GPR55 activation = selective activators of receptor GPR55 – imaging, U2OS cells, beta-arrestin-GFP redistribution, primary screen (AID 1961) | U2OS GPR55 beta-arrestin-GFP redistribution imaging; higher % means a stronger effect | actives 0.048% (n = 290,000) | one-dose activation, % at 10 µM; EC50 in µM for titrated hits;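 active means activation above 40% with more than 50 cells counted in the well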;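 further: U2OS osteosarcoma cells stably expressing GPR55 and beta-arrestin-GFP; plate controls were DMSO negative control for no effect and LPI positive control for full effect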
Active calls of the source: *; [ ] = another dose, or the depositor's remark.

Results for CCCCSCCCNC(=O)c1ccc2c(c1)N(CC)C(=O)c1ccccc1S2=O (configuration not stated) ?
HIV peptide binding: -1.6%; KOR beta-arrestin-1: 6%; AID2073: 5%; KOR beta-arrestin-2: -4.2%; SIAH1 antagonists: -1%; GPR35 antagonists: 5%; NOD1 NF-kB reporter: -3%; GPR55 LPI antagonism: -10%; GPR55 activation: -0.1%

What do the screens show for `CC(CN1CCN(C)CC1)OC(=O)c1ccccc1` (configuration not stated)?
HIV peptide binding: 2.9%; KOR beta-arrestin-1: -12%; AID2073: -2%; KOR beta-arrestin-2: 2.5%; SIAH1 antagonists: 2%; GPR35 antagonists: -4%; NOD1 NF-kB reporter: -3%; GPR55 LPI antagonism: 2%; GPR55 activation: -0.1%

What do the screens show for `CC(C)=NNc1nc2c(c(=O)[nH]c(=O)n2C)n1CCc1ccccc1`?
HIV peptide binding: 0.4%; KOR beta-arrestin-1: -39%[20 µM]; AID2073: 29%; SIAH1 antagonists: 32%; GPR35 antagonists: 21%; NOD1 NF-kB reporter: -9%; GPR55 LPI antagonism: -5%; GPR55 activation: 0.9%

How did CCCN(C(=O)Cc1c(C(=O)O)n(C)c2ccccc12)c1cccc(C)c1 do in these assays?
HIV peptide binding: 2.2%; KOR beta-arrestin-1: -14%; AID2073: 8%; KOR beta-arrestin-2: 5.4%; SIAH1 antagonists: -3%; GPR35 antagonists: 3%; NOD1 NF-kB reporter: -8%; GPR55 LPI antagonism: 2%; GPR55 activation: -0.1%

Results for O=C(CCc1ccc(F)c(F)c1)NC1CCCN(Cc2ccc(Cl)cc2)C1 (configuration not stated) ?
HIV peptide binding: -0.7%; KOR beta-arrestin-1: -21%; AID2073: 5%; KOR beta-arrestin-2: 3.1%; SIAH1 antagonists: 0%; GPR35 antagonists: -10%; NOD1 NF-kB reporter: -32%; GPR55 LPI antagonism: 3%; GPR55 activation: 0.2%

Results for COC(=O)Cc1ccc(N(Cc2ccccc2F)S(=O)(=O)c2ccc(Cl)cc2)cc1 ?
HIV peptide binding: -0.9%; KOR beta-arrestin-1: 13%; AID2073: 9%; KOR beta-arrestin-2: 0.2%; SIAH1 antagonists: 9%; GPR35 antagonists: -4%; NOD1 NF-kB reporter: -30%; GPR55 LPI antagonism: 24%; GPR55 activation: -0.2%

Results for COc1coc(C(O)CN)cc1=O (configuration not stated) ?
HIV peptide binding: 1.3%; KOR beta-arrestin-1: -1%; AID2073: 1%; KOR beta-arrestin-2: -0.7%; SIAH1 antagonists: 6%; GPR35 antagonists: 8%; NOD1 NF-kB reporter: -27%; GPR55 LPI antagonism: 16%; GPR55 activation: 2.1%

What do the screens show for `COc1ccccc1CNC(=O)c1cc(-c2ccncc2)nc2c(Cl)cccc12`?
HIV peptide binding: 0.4%; KOR beta-arrestin-1: -19%; AID2073: 1%; KOR beta-arrestin-2: 1.9%; SIAH1 antagonists: -2%; GPR35 antagonists: 1%; NOD1 NF-kB reporter: 3%; GPR55 LPI antagonism: -18%; GPR55 activation: 0.0%

How did O=C(NC(=S)NCC1CCCO1)c1ccc(Cl)cc1Cl (configuration not stated) do in these assays?
HIV peptide binding: 0.0%; AID2073: 2%; KOR beta-arrestin-2: -2.1%; SIAH1 antagonists: 3%; GPR35 antagonists: -13%; NOD1 NF-kB reporter: -34%; GPR55 LPI antagonism: 4%; GPR55 activation: 0.3%

How did COc1ccc(NC(=O)c2ccccc2NC(=O)c2ccco2)c(OC)c1 do in these assays?
HIV peptide binding: -1.8%; KOR beta-arrestin-1: -4%; AID2073: 1%; KOR beta-arrestin-2: 5.4%; SIAH1 antagonists: -2%; GPR35 antagonists: -3%; NOD1 NF-kB reporter: -55%; GPR55 LPI antagonism: -2%; GPR55 activation: -0.1%

What do the screens show for `COc1ccc(C2(O)CCN(C(=O)c3ccc4c(c3)OCO4)CC2)cc1`?
HIV peptide binding: -2.9%; KOR beta-arrestin-1: 8%; AID2073: 2%; KOR beta-arrestin-2: 1.5%; SIAH1 antagonists: -3%; GPR35 antagonists: 7%; NOD1 NF-kB reporter: 2%; GPR55 LPI antagonism: -6%; GPR55 activation: -0.1%

What do the screens show for `O=C(CN(Cc1ccco1)C(=O)c1nsc(Cl)c1Cl)NC1CCCCC1`?
HIV peptide binding: 0.5%; KOR beta-arrestin-1: -21%[20 µM]; AID2073: -8%; KOR beta-arrestin-2: -2.3%; SIAH1 antagonists: 2%; GPR35 antagonists: 5%; NOD1 NF-kB reporter: -17%; GPR55 LPI antagonism: 2%; GPR55 activation: 0.3%

What do the screens show for `CN(Cc1cccc(-n2cccn2)c1)C(=O)CCc1nnc(C2CCCCC2)o1`?
HIV peptide binding: 1.2%; KOR beta-arrestin-1: -2%; AID2073: -1%; KOR beta-arrestin-2: -3.1%; SIAH1 antagonists: 11%; GPR35 antagonists: 5%; NOD1 NF-kB reporter: -57%; GPR55 LPI antagonism: 5%; GPR55 activation: -0.2%

How did COC(=O)c1sccc1NC(=O)Nc1ccc(C(C)=O)cc1 do in these assays?
HIV peptide binding: -0.9%; KOR beta-arrestin-1: -5%; AID2073: 5%; KOR beta-arrestin-2: 0.3%; SIAH1 antagonists: 9%; GPR35 antagonists: 1%; NOD1 NF-kB reporter: -26%; GPR55 LPI antagonism: 14%; GPR55 activation: -0.1%

Results for O=C(O)CCC1COc2ccccc2O1 (configuration not stated) ?
HIV peptide binding: 1.8%; KOR beta-arrestin-1: -9%; AID2073: 0%; KOR beta-arrestin-2: -2.8%; SIAH1 antagonists: 5%; GPR35 antagonists: 3%; NOD1 NF-kB reporter: -5%; GPR55 LPI antagonism: 5%; GPR55 activation: -0.1%

How did COc1ccc(-c2oc3ncn(Cc4ccco4)c(=N)c3c2-c2ccc(OC)cc2)cc1 do in these assays?
HIV peptide binding: 1.9%; KOR beta-arrestin-1: 17%; AID2073: 32%; KOR beta-arrestin-2: 0.3%; SIAH1 antagonists: 1%; GPR35 antagonists: -6%; NOD1 NF-kB reporter: 18%; GPR55 LPI antagonism: 3%; GPR55 activation: 2.1%

How did CC(=O)Nc1cccc(C(=O)OC2CCOC2=O)c1 (configuration not stated) do in these assays?
HIV peptide binding: 1.2%; KOR beta-arrestin-1: 17%; AID2073: 12%; KOR beta-arrestin-2: 2.9%; SIAH1 antagonists: 6%; GPR35 antagonists: 6%; NOD1 NF-kB reporter: -9%; GPR55 LPI antagonism: 16%; GPR55 activation: 0.0%

What do the screens show for `Cc1c(C(=O)N2CCCCC2)sc(N)c1C#N`?
HIV peptide binding: -2.3%; KOR beta-arrestin-1: 6%; AID2073: 0%; KOR beta-arrestin-2: 6.1%; SIAH1 antagonists: -3%; GPR35 antagonists: 1%; NOD1 NF-kB reporter: -7%; GPR55 LPI antagonism: 1%; GPR55 activation: 0.3%

Results for COCCSc1nnc(NC(=O)C2CC(=O)N(C3CCCC3)C2)s1 (configuration not stated) ?
HIV peptide binding: 3.9%; KOR beta-arrestin-1: -13%; AID2073: 6%; KOR beta-arrestin-2: -5.1%; SIAH1 antagonists: 4%; GPR35 antagonists: 21%; NOD1 NF-kB reporter: 4%; GPR55 LPI antagonism: 10%; GPR55 activation: -0.1%

How did NC(=O)c1ccc(NC(=O)CSc2nnc(-c3ccncc3)n2Cc2ccco2)cc1 do in these assays?
HIV peptide binding: -1.7%; KOR beta-arrestin-1: 7%; AID2073: -7%; KOR beta-arrestin-2: 6.8%; SIAH1 antagonists: -2%; GPR35 antagonists: -13%; NOD1 NF-kB reporter: -3%; GPR55 LPI antagonism: 4%; GPR55 activation: -0.3%

2 entries picked at random from those above, as already listed:
What do the screens show for `CN(Cc1cccc(-n2cccn2)c1)C(=O)CCc1nnc(C2CCCCC2)o1`?
HIV peptide binding: 1.2%; KOR beta-arrestin-1: -2%; AID2073: -1%; KOR beta-arrestin-2: -3.1%; SIAH1 antagonists: 11%; GPR35 antagonists: 5%; NOD1 NF-kB reporter: -57%; GPR55 LPI antagonism: 5%; GPR55 activation: -0.2%

What do the screens show for `COc1ccccc1CNC(=O)c1cc(-c2ccncc2)nc2c(Cl)cccc12`?
HIV peptide binding: 0.4%; KOR beta-arrestin-1: -19%; AID2073: 1%; KOR beta-arrestin-2: 1.9%; SIAH1 antagonists: -2%; GPR35 antagonists: 1%; NOD1 NF-kB reporter: 3%; GPR55 LPI antagonism: -18%; GPR55 activation: 0.0%

Carrying on.
What do the screens show for `O=C(Nc1nncs1)c1ccccc1Br`?
HIV peptide binding: 4.0%; KOR beta-arrestin-1: 2%; AID2073: 4%; KOR beta-arrestin-2: -0.5%; SIAH1 antagonists: -4%; GPR35 antagonists: -6%; NOD1 NF-kB reporter: 3%; GPR55 LPI antagonism: -17%; GPR55 activation: 0.2%

What do the screens show for `CCOC(=O)c1c(NC(=O)CCN2C(=O)c3cccc([N+](=O)[O-])c3C2=O)sc(C(=O)OC(C)C)c1C`?
HIV peptide binding: 0.8%; KOR beta-arrestin-1: -11%; AID2073: 0%; KOR beta-arrestin-2: 6.0%; SIAH1 antagonists: -1%; GPR35 antagonists: 4%; NOD1 NF-kB reporter: -27%; GPR55 LPI antagonism: -12%; GPR55 activation: -0.2%

Results for Cc1ccc(NC(=O)COC(=O)CCC(=O)c2cccs2)cc1S(=O)(=O)N1CCOCC1 ?
HIV peptide binding: -0.8%; KOR beta-arrestin-1: 10%; AID2073: 3%; KOR beta-arrestin-2: -10%; SIAH1 antagonists: -2%; GPR35 antagonists: -5%; NOD1 NF-kB reporter: -10%; GPR55 LPI antagonism: -1%; GPR55 activation: -0.1%

What do the screens show for `CCCc1nc2cc3c(cc2[nH]1)n(C)c(=O)n3C`?
HIV peptide binding: 0.6%; KOR beta-arrestin-1: 24%; AID2073: -9%; KOR beta-arrestin-2: -3.3%; SIAH1 antagonists: 12%; GPR35 antagonists: -4%; NOD1 NF-kB reporter: -10%; GPR55 LPI antagonism: -3%; GPR55 activation: -0.2%

How did Cc1ccc(-c2nnc(SCc3nc(N)nc(Nc4ccccc4C)n3)n2N)cc1 do in these assays?
HIV peptide binding: -2.5%; KOR beta-arrestin-1: 15%; AID2073: 0%; KOR beta-arrestin-2: -0.4%; SIAH1 antagonists: -5%; GPR35 antagonists: 14%; NOD1 NF-kB reporter: -17%; GPR55 LPI antagonism: 21%; GPR55 activation: -0.1%

High-throughput results as filed in PubChem BioAssay.

A portion of the library (hit frequency here may not be typical).
